# ABCB6 inh 2: ABCB6 transporter inhibitors, primary screen, K562-ABCB6 cells, flow cytometry, MLPCN library | 0.19% of 360,000 active | fluorescence ratio to DMSO, % at 10 µM | K562-ABCB6 porphyrin accumulation, 1 h; stronger effect = lower value | ATP-binding cassette sub-family B member 6 (Homo sapiens), Q9NP58;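 active = fluorescence ratio to DMSO below 75%, the collection mean minus 3 SD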;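 note: signal is porphyrin accumulated inside mitochondria; 100% equals median channel fluorescence of DMSO control wells; lower ratio means ABCB6 inhibition with less porphyrin fluorescence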
# ABHD5 PLIN5 PPI: ABHD5-PLIN5 interaction inhibitors, primary screen, cell lysate, split luciferase complementation, luminescence; Perilipin-5 (Homo sapiens) + 1-acylglycerol-3-phosphate O-acyltransferase ABHD5 (Homo …; inhibition, % at 4 µM; Split G. princeps luciferase complementation, 4 h; 0.78% of 360,000 active;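 active = inhibition above the mean inhibition across every tested compound plus 3 SD, cut at about 22% in these data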;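 note: 0% = DMSO only wells and the 100% control is not disclosed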
# Target sequence (Q00G26 whole entry, looked up): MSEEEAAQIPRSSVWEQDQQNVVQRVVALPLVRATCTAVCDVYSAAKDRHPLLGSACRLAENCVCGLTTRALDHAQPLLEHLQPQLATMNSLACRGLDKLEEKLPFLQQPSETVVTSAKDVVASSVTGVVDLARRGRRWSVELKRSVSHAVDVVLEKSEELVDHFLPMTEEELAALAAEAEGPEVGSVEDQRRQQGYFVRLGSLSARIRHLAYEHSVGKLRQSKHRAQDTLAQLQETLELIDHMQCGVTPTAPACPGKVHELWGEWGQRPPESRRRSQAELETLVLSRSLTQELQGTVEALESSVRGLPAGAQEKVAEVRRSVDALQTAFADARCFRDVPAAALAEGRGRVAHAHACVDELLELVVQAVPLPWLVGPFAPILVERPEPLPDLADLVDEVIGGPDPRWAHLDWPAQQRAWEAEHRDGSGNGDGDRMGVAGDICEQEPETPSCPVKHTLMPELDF
# Target sequence (Q8WTS1 whole entry, looked up): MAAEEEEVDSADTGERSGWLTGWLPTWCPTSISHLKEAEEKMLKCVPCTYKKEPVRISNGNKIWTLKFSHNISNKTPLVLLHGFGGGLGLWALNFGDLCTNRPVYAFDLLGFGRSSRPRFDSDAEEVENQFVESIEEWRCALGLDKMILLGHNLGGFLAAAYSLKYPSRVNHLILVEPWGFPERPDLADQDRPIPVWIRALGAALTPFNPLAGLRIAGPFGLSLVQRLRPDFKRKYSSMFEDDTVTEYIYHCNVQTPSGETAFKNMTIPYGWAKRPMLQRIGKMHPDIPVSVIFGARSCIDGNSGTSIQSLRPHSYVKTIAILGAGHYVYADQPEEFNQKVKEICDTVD
# CaV13 ICDI inh: Primary screen for inhibitors of IQ motif and Ca2+-dependent inactivation inhibitor domain binding in CACNA1D, Förster resonance energy transfer in living cells, … | HEK cells, CFP/YFP FRET ICDI-IQ, plate reader, 10 min; percent FRET-ratio fall versus neutral wells | inhibition, % at 12.3 µM | 0.098% of 340,000 active;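 active = mean replicate inhibition of at least 30% and at least 1% of replicates passing that level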;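 note: 0% = median of the neutral control wells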
# MC4R ag barr: MC4R agonists recruiting beta-arrestin, primary screen, cell-based, luminescence, agonist arm of biased-ligand search. 0.98% of 360,000 active. U2OS MC4R beta-arrestin complementation; percent of melanotan II response, DMSO zero. activation, % at 8.9 µM. Melanocortin receptor 4 (Homo sapiens), P32245;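 active = activation above a per-plate cutoff, the mean activation of sample wells on that plate plus 3 SD, cut at about 8% in these data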
# MC4R antag cAMP: MC4R antagonists of cAMP signaling, primary screen, cell-based, TR-FRET, antagonist arm of biased-ligand search; Melanocortin receptor 4 (Homo sapiens), P32245; MC4R-expressing cells, MTII-stimulated cAMP, LANCE TR-FRET; inhibition, % at 6.5 µM; 0.48% of 360,000 active;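 active = inhibition above its plate's cutoff, the mean of tested wells on that plate plus 3 SD, cut at about 29% in these data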;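 note: 0% = Melanotan II alone and 100% = Melanotan II plus saturating MCL0020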
#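 Assay system: human MC4R-expressing U2OS cells; reagent: Melanotan II stimulation of cells; dosing: 6.5 µM single dose; timing: compound 30 min, challenge 1 h, detection 1 h; signal: TR-FRET cAMP assay; replicates: one well per compound, no replicates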
# PDI inh: inhibitors of human PDI, primary screen, biochemical, turbidity, single point, plate reader; Protein disulfide-isomerase (Homo sapiens), P07237; PDI insulin aggregation turbidity, A650, 90 min; inhibition, % at 10 µM; 0.052% of 350,000 active; AID 588391, 2011;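 active = mean inhibition across replicates of 30% or more, whatever share of single replicates reach that level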;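 note: absorbance from insulin aggregation driven by PDI reduction with DTT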
# Exocytosis inh: LAMP-1 surface exposure blockers, TALL-104 cells – cell-based, flow cytometry, MLPCN library, primary screen; TALL-104 LAMP-1 surface exposure; cells stimulated with thapsigargin and PMA; inhibition, % at 10 µM; 0.66% of 360,000 active;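 active = inhibition above about 55%, limit read from the data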
# HTR2A ag: mouse Htr2a agonists via beta-arrestin recruitment, primary screen, cell-based, luminescence | 5-hydroxytryptamine receptor 2A (Mus musculus), P35363 | CHO-K1 mHTR2A beta-arrestin complementation; percent of 30 µM serotonin response | activation, % at 7.6 µM | 0.66% of 360,000 active;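 active = activation above a run cutoff, the mean activation of all tested compounds plus 3 SD, cut at about 14% in these data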;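 note: 0% = plate median of compound wells and 100% = 30 µM serotonin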
# Cardio protect: cardioprotection against H2O2-induced cell death, primary screen, uHTS, H9c2 cells, ATPLite luminescence. H9c2 cardiomyocytes, H2O2 injury protection, 2 h. protection from H2O2 cell death, % at 20 µM. 0.63% of 360,000 active;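 active = compounds giving at least 50% protection of heart cells from peroxide-induced death in the single-dose screen, raw or plate-pattern-corrected value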;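 note: 0% = DMSO wells with peroxide and 100% = DMSO wells without peroxide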
# Glyco luc inh: increase of ERlucT glycosylation luciferase signal, primary screen, N-linked glycosylation inhibitor project, D54 ERlucT cells, luminescence, set 2; D54 ERlucT glycosylation luciferase reporter, 24 h; percent of 100 nM tunicamycin response; reporter increase, % at 12.5 µM; 0.23% of 360,000 active; AID 588692, 2011;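 active = mean luciferase reporter signal, scaled so untreated is 0 and the glycosylation-blocking control 100, at or above a set limit in every replicate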;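 note: luciferase carries N-glycosylation sites so blocking glycosylation raises the light; 0% = median of neutral control wells and 100% = median of 100 nM tunicamycin wells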
# The depositor's hits bear a star; · = not tested or not shown.
SMILES,ABCB6 inh 2,ABHD5 PLIN5 PPI,CaV13 ICDI inh,MC4R ag barr,MC4R antag cAMP,PDI inh,Exocytosis inh,HTR2A ag,Cardio protect,Glyco luc inh
CN(C)c1cccc(C(=O)NNC(=S)NC2CCCC2)c1,103,-2,1,-0.1,9,-2,-2,1,-10,-3
O=C(NCC(=O)N1CCCCCCC1)c1ccccc1Br,96,1,-2,-2.6,8,1,-5,-7,0,-4
COC(=O)[C@@]1(Cc2ccccc2)[C@H]2C(=O)N(Cc3ccccc3)C(=O)[C@H]2[C@H]2CN(C)C(=NCc3ccccc3)N21,91,6,-6,4.0,2,9,2,1,4,3
COC(=O)CCC(C)C1CCC2C3CCC4CC(O)CCC4(C)C3=CC(=O)C12C (centres undefined),96,9,-13,2.2,6,8,19,-1,-2,1
O=C(NC(=S)Nc1cc(Cl)ccc1N1CCOCC1)c1ccc(-c2cccc(Cl)c2)o1,77,1,-3,-1.3,1,9,5,2,-16,0
CC1CN(S(=O)(=O)c2ccc(-c3nc4ccccc4s3)cc2)CC(C)O1 (centres undefined),96,1,-7,1.8,2,5,0,-4,2,0
O=C(NCc1cc2ccccc2[nH]1)C1CCC(=O)N(CCCN2CCCC2=O)C1 (centres undefined),104,-4,-2,-1.9,9,8,0,-7,2,1
CCCCn1c(N)c(N(CCOC)C(=O)c2ccc(N3C(=O)CCC3=O)cc2)c(=O)[nH]c1=O,97,-1,-4,-0.7,9,2,-2,-3,-6,1
COc1ccc2oc(=O)c(C(=O)N3CCN(C(=O)c4ccco4)CC3)cc2c1,99,1,-7,0.4,6,-1,-6,4,-6,4
COc1ccc(C(CNC(=O)c2cccc(S(=O)(=O)N3CCOCC3)c2)N2CCOCC2)cc1 (centres undefined),99,-1,-6,1.3,0,-1,0,3,6,-1
CN(C)CCN=c1cc(-c2ccccc2)oc2ccc(Cl)cc12,100,-1,-6,0.1,5,2,-2,-6,-2,1
O=C(CCNC(=O)N1CC(=O)Nc2ccccc21)NCc1ccc(F)cc1,100,-2,-7,-0.9,18,-4,-6,-6,-3,9
Cn1cnc([N+](=O)[O-])c1Sc1ccccc1,101,1,-6,0.9,-4,5,-2,3,9,2
CCN(c1ccccc1)S(=O)(=O)c1cc(C(=O)O)ccc1C,89,-2,-5,2.0,-7,-5,-1,-1,10,0
CCc1nc(C)ccc1OC(=O)C12CC3CC(CC(C3)C1)C2,93,-9,-4,5.0,0,-15,-1,-2,-2,0
Cc1nc2scc(C)n2c(=O)c1S(=O)(=O)Nc1ccc(N2CCOCC2)cc1,102,2,-8,0.2,10,-5,-1,10,-7,0
COc1ccc(NC(=O)CN(C)C(=O)c2cccc(S(=O)(=O)N3CCN(C)CC3)c2)cc1,90,-5,-6,-3.1,1,-4,1,2,-4,1
O=C(Nc1ccc(N2CCOCC2)cc1)c1ccc([N+](=O)[O-])o1,97,-1,-3,-1.6,9,0,6,-4,-16,16
O=C(Nc1ccccc1)c1cnc2ccccc2n1,101,-5,-3,-1.0,1,-3,-1,-2,-2,1
CCCOc1ccccc1NC(=O)/C=C/c1ccc(OC)c(S(=O)(=O)N2CCOCC2)c1,79,-3,-12,-2.5,7,-9,3,2,10,4

# Whole records from above.
# CN(C)CCN=c1cc(-c2ccccc2)oc2ccc(Cl)cc12 reads ABCB6 inh 2 = 100; ABHD5 PLIN5 PPI = -1; CaV13 ICDI inh = -6; MC4R ag barr = 0.1; MC4R antag cAMP = 5; PDI inh = 2; Exocytosis inh = -2; HTR2A ag = -6; Cardio protect = -2; Glyco luc inh = 1
# CCN(c1ccccc1)S(=O)(=O)c1cc(C(=O)O)ccc1C reads ABCB6 inh 2 = 89; ABHD5 PLIN5 PPI = -2; CaV13 ICDI inh = -5; MC4R ag barr = 2.0; MC4R antag cAMP = -7; PDI inh = -5; Exocytosis inh = -1; HTR2A ag = -1; Cardio protect = 10; Glyco luc inh = 0
# COC(=O)[C@@]1(Cc2ccccc2)[C@H]2C(=O)N(Cc3ccccc3)C(=O)[C@H]2[C@H]2CN(C)C(=NCc3ccccc3)N21 reads ABCB6 inh 2 = 91; ABHD5 PLIN5 PPI = 6; CaV13 ICDI inh = -6; MC4R ag barr = 4.0; MC4R antag cAMP = 2; PDI inh = 9; Exocytosis inh = 2; HTR2A ag = 1; Cardio protect = 4; Glyco luc inh = 3

# The main list resumes with the two entries that preceded the break.
SMILES,ABCB6 inh 2,ABHD5 PLIN5 PPI,CaV13 ICDI inh,MC4R ag barr,MC4R antag cAMP,PDI inh,Exocytosis inh,HTR2A ag,Cardio protect,Glyco luc inh
O=C(Nc1ccccc1)c1cnc2ccccc2n1,101,-5,-3,-1.0,1,-3,-1,-2,-2,1
CCCOc1ccccc1NC(=O)/C=C/c1ccc(OC)c(S(=O)(=O)N2CCOCC2)c1,79,-3,-12,-2.5,7,-9,3,2,10,4
COc1ccccc1C(C)NC(=O)c1ccc(C)o1 (centres undefined),96,2,-1,-0.4,5,-1,-1,-6,-5,6
COc1cccc(NC(=O)CN(C)CC(=O)Nc2ccc(C)c([N+](=O)[O-])c2)c1,102,-6,-4,-2.2,-6,8,0,4,-13,-6
Cc1ccc(NC2SC(=O)N(CC(=O)O)C2=O)cc1 (centres undefined),97,-6,·,-0.9,2,-7,4,3,2,0
CCOc1ccc(C(=O)C2CCN(C(=O)c3ccccc3C(=O)O)CC2)cc1,102,-8,-5,-1.7,4,-12,-7,2,2,0
O=c1cc(-c2ccc(O)c(O)c2)oc2c1ccc1ccccc12,91,-2,-4,-2.1,-29,-5,-3,0,49,5
COC(=O)c1cc(OC)c(OC)cc1NC(=O)C1CCC(=O)N1S(=O)(=O)c1ccc(C)cc1 (centres undefined),101,-2,-8,-1.7,0,-14,-1,2,5,-2
CC1CCN(C(=O)CSc2nc(N)cc(N)n2)CC1,92,-2,-4,0.7,1,6,-2,0,5,-5
Cc1nc(SCC(=O)N2c3ccccc3Sc3ccccc32)n[nH]1,96,-6,-7,1.0,17,10,1,-2,4,-1
COc1ccc(COc2ccc(S(=O)(=O)N3CCCC3)cc2C(N)=O)cc1F,97,-8,-3,-0.8,2,-3,12,0,0,-1
COCc1nnc(NC(=O)CCC2CCCCC2)s1,87,-7,-10,1.3,16,1,1,1,2,-2
Cc1ccc(NC(=S)NC(=O)c2ccc(F)cc2)cc1S(=O)(=O)Nc1cccc(Cl)c1,97,1,2,-0.5,-12,14,22,0,-19,12
Cc1ccc(C(=O)N2CC(C)OC(C)C2)cc1[N+](=O)[O-] (centres undefined),100,-2,10,0.6,1,-4,1,1,-2,4
NNc1nc(NCc2ccccc2)nc(N2CCOCC2)n1,99,-4,-1,-1.9,-1,-14,4,-6,2,-2
C=CCn1c(=N)c(C(=O)NCCCOC)cc2c(=O)n3cc(C)ccc3nc21,93,9,25,-0.8,1,-7,-3,0,2,3
Cc1ccsc1/C=N\NC(=O)c1cc(C(C)(C)C)[nH]n1,104,-1,-7,-3.1,-3,8,10,-8,-2,2
O=C(CN(c1ccccc1Cl)S(=O)(=O)c1ccccc1)N/N=C/c1ccccc1C(=O)O,94,-2,-2,-0.1,0,-12,-1,-1,15,0
CC1Cc2ccccc2N1C(=O)COC(=O)CSc1ccc(F)cc1 (centres undefined),96,-9,-6,-3.4,13,8,0,-10,-2,4
Cc1ccc(OCC(=O)O/N=C(\N)c2cccc([N+](=O)[O-])c2)cc1C,98,2,-4,1.7,6,6,-8,3,-14,-1
CCCNC(=O)COC(=O)c1ccc(S(=O)(=O)N2CCCCCC2)cc1,89,2,-2,0.0,8,-4,1,-1,10,2
Cc1nn(CCOc2ccccc2)c(=O)n1-c1ccccc1F,87,4,-9,-1.1,3,16,-6,-4,2,-1

# Reprinted at random: 2 compounds from above
SMILES,ABCB6 inh 2,ABHD5 PLIN5 PPI,CaV13 ICDI inh,MC4R ag barr,MC4R antag cAMP,PDI inh,Exocytosis inh,HTR2A ag,Cardio protect,Glyco luc inh
CCOc1ccc(C(=O)C2CCN(C(=O)c3ccccc3C(=O)O)CC2)cc1,102,-8,-5,-1.7,4,-12,-7,2,2,0
Cc1ccc(NC(=S)NC(=O)c2ccc(F)cc2)cc1S(=O)(=O)Nc1cccc(Cl)c1,97,1,2,-0.5,-12,14,22,0,-19,12

# Carrying on.
SMILES,ABCB6 inh 2,ABHD5 PLIN5 PPI,CaV13 ICDI inh,MC4R ag barr,MC4R antag cAMP,PDI inh,Exocytosis inh,HTR2A ag,Cardio protect,Glyco luc inh
Cc1cccc(/C(N)=N/OC(=O)Cc2ccccc2)c1,102,0,-5,0.7,15,2,-2,3,-8,0
CCc1cccc(C)c1NC(=O)COC(=O)C1CC(=O)N(CCc2ccc(OC)c(OC)c2)C1 (centres undefined),93,8,-4,-1.5,19,-5,-2,-1,-3,1
CN(C)S(=O)(=O)c1ccc(S(=O)(=O)NCCN2CCOCC2)cc1,97,3,-6,1.4,-4,6,-1,1,0,0
CC(=O)NC(Cc1c[nH]c2ccccc12)C(=O)OCC(=O)Nc1ccc2c(c1)OCO2 (centres undefined),98,-1,-6,0.4,18,7,1,-1,1,-5
Cc1onc(-c2ccccc2)c1C(=O)OCC(=O)Nc1ccc2c(c1)OCO2,80,-2,-4,-1.9,-2,0,-1,-6,21,0
Nc1ccn([C@@H]2O[C@H](CNC(=O)[C@@H](Cc3cn(COCc4ccccc4)cn3)NC=O)[C@@H](O)[C@H]2O)c(=O)n1,96,-1,-3,-2.0,3,-3,-2,-5,-7,0
COc1ccc(OC)c(C2CC(=O)c3c([nH]c(C(=O)OCC4CCCO4)c3C)C2)c1 (centres undefined),93,-9,-3,0.2,-17,·,-3,1,71*,12
O=C(CN1CCN(S(=O)(=O)c2ccccc2)CC1)Nc1ccc(Cl)c([N+](=O)[O-])c1,95,-1,-14,-5.4,6,9,-7,-5,-6,0
Cc1ccccc1NC(=O)c1cccc(Cn2cc(Br)c([N+](=O)[O-])n2)c1,93,4,-4,-0.5,3,10,8,-5,-18,0
O=C(Nc1ccccc1F)c1ccco1,98,12,-5,-2.5,2,21,-2,-1,1,1

# Screening data from PubChem.
